UPR CHOP act – apoptotic UPR (CHOP) activation. activation, % at 10 µM. AID 449763. hit rate 0.34% among 330,000. CHO-CHOP luciferase reporter, luminescence; percent of tunicamycin response over DMSO baseline;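 active = at 10 µM dose, activation of 40% or more, normalized to positive control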;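 also: 100% = tunicamycin at 10 µg/mL and 0% = DMSO alone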
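Test system: CHO CHOP reporter cells. Input: 500 CHO-CHOP cells per well. Medium: F12 with 10% FBS. Technique: luciferase luminescence. Measure: percent activation relative to tunicamycin control. Dosing: 10 µM compound, 0.5% DMSO. Timing: 16-18 h cell attachment, then 6 h compound exposure, 37 °C.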
UPR XBP1 act – activators of adaptive arm of unfolded protein response (XBP1); AID 463104; hit rate 0.33% among 330,000; activation, % at 20 µM; CHO-XBP1 luciferase reporter, IRE1-XBP1 UPR activation, luminescence; percent of tunicamycin response, DMSO as zero;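 active = versus positive control, 20 µM dose yields 30% or more activation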;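 also: 100% = tunicamycin at 10 µg/mL and 0% = DMSO only wells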
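Material – CHO cell line with stable XBP1 luciferase reporter · Buffer or medium – F12 plus 10% FBS · Compound – single point, 20 µM final compound, 1% DMSO · Schedule – 16-18 h cell attachment at 37 °C, then 6 h compound exposure · Signal – Steady-Glo luminescence read · Benchmarks – high control tunicamycin 10 µg/mL final, low control DMSO vehicle only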
tim23-1 inh – growth inhibitors of tim23-1 mutant yeast. inhibition, % at 20 µM. hit rate 1.3% among 330,000. S. cerevisiae tim23-1 growth, BacTiter-Glo luminescence, 24 h;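 active = growth inhibition of the mutant yeast at or above 50%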;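 also: temperature-sensitive mutant grown at 25 °C; plate controls were DMSO-treated mutant yeast for no effect and medium wells lacking yeast for full effect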
Jurkat NFkB inh – lowers PMA/ionomycin-induced NF-kB signal in Jurkat cells; inhibition, % at 4 µM; PMA/ionomycin-induced NF-kB luciferase reporter, luminescence; hit rate 0.53% among 330,000; in the data active = inhibition above about 50%
697 NFkB inh – lowers PMA/ionomycin-induced NF-kB signal in 697 B cells; 697 B-cell NF-kB luciferase reporter, 16 h; inhibition, % at 4 µM; hit rate 0.33% among 330,000; in the data active = inhibition above about 35%
tim10-1 inh – growth inhibitors of tim10-1 mutant yeast. S. cerevisiae tim10-1 ts strain growth, BacTiter-Glo, 24 h. inhibition, % at 20 µM. hit rate 2.2% among 330,000;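 active = inhibition of at least 40%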;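 also: mutant grown at 25 °C; 0% = DMSO wells with yeast and 100% = wells holding no yeast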
TIM10 inh – growth inhibitors of TIM10 yeast strain | AID 463195 | hit rate 1.4% among 330,000 | S. cerevisiae TIM10 strain growth, BacTiter-Glo luminescence, 24 h | inhibition, % at 10 µM;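 active = inhibition of 40% or more at the single tested concentration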;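 also: wild-type TIM10 isogenic control strain grown at permissive 25 °C; 0% = DMSO yeast wells and 100% = minimal medium wells without yeast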
Mdm2 MdmX PPI – inhibitors of human Mdm2/MdmX interaction. SaOS-2 split-luciferase Mdm2/MdmX complementation, luminescence. inhibition, % at 8 µM. hit rate 3% among 330,000. AID 485346;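 active = inhibition of at least 50% at 8 µM in the primary screen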
Target sequence (O15151 whole entry, looked up): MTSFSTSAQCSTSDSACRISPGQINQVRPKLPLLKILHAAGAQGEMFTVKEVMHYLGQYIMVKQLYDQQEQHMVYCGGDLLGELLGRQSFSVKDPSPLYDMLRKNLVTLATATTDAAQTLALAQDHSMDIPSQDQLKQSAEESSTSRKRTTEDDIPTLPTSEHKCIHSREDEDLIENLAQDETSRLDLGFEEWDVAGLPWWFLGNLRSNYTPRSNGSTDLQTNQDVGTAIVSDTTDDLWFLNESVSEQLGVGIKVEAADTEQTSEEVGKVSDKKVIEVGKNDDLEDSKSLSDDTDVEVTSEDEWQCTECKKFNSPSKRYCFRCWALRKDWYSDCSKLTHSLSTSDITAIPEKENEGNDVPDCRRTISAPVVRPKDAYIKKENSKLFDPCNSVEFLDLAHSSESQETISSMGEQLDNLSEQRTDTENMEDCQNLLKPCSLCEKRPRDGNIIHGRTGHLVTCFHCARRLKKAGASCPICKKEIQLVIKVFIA
Target sequence (Q00987 whole entry, looked up): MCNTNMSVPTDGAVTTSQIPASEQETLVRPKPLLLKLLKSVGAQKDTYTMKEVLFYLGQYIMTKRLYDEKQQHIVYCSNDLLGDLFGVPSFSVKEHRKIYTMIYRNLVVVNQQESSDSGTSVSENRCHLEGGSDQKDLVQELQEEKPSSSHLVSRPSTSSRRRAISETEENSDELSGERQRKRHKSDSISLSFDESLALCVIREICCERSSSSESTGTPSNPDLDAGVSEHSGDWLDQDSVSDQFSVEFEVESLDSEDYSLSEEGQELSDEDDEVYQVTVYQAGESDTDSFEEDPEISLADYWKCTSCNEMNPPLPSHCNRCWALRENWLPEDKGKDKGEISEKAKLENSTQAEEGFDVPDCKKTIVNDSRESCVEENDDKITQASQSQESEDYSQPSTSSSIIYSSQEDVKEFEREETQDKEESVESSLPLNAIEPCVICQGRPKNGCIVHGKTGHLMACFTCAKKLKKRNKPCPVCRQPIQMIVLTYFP
Starred values were filed as active, the others as inactive.

SMILES	UPR CHOP act	UPR XBP1 act	tim23-1 inh	Jurkat NFkB inh	697 NFkB inh	tim10-1 inh	TIM10 inh	Mdm2 MdmX PPI
Cc1ccc(NC(=O)Nc2ccc(F)c(Cl)c2)cc1	5.3	0	-5	-89	-118	-22	-31	-21
O=C(COC(=O)c1ccccn1)Nc1cccc2ccccc12	-0.4	-4	-5	4	17	-4	6	-32
O=c1oc2c3c4c(cc2c2c1CCC2)OCCN4CCC3	-0.6	2	39	2	23	34	41*	9
CCOC(=O)C1CSC(CC(=O)Nc2ccc(Cl)c(Cl)c2)C(=O)N1 (centres undefined)	0.6	0	16	14	6	19	4	19
N/C(=N\OC(=O)Cc1ccc([N+](=O)[O-])cc1)c1ccc([N+](=O)[O-])cc1	0.4	-6	28	11	13	7	11	17
Cn1c(=O)[nH]c(=O)c2c1nc(N1CCN(CCO)CC1)n2CCSc1nc2ccccc2s1	-0.8	0	6	1	14	-7	-2	12
COc1cc(C=NNC(=O)Cn2nc(C)cc2C)ccc1OC(=O)C1CC1	0.1	2	-5	6	8	7	-3	14
Cc1cc(C)c(C#N)c(SCc2ccc(F)cc2)n1	0.8	2	12	5	6	15	20	31
CC(=O)NC(=S)Nc1ccc(S(=O)(=O)N2CCOCC2)cc1	1.3	-3	-3	19	4	2	-2	-6
c1ccc(CNc2nc3ccccc3[nH]2)cc1	2.2	-2	10	-43	-24	2	10	-4
Cc1nn(-c2ccccc2)nc1-c1nnc(-c2ccc(C(F)(F)F)cc2)o1	-0.2	1	1	-22	17	-15	-2	20
O=C(O)c1ccc(N/N=C/c2c[nH]c3ccccc23)cc1	-9.0	-9	27	35	-93	28	-1	0
CCOc1ccccc1NC(=O)NCc1ccccn1	0.5	-1	-8	3	19	-2	7	8
O=C(Cn1cnnn1)NCCc1ccc(Cl)cc1Cl	2.4	-3	4	-6	-20	-9	-16	14
COc1ccc(N2CC(C(=O)Nc3nnc(SCC(=O)N4CCOCC4)s3)CC2=O)cc1 (centres undefined)	-0.7	-1	-7	-17	22	-3	7	-1
COc1ccc(/C=C(\NC(=O)c2ccco2)C(=O)NCCc2nc3ccccc3[nH]2)cc1	0.8	-2	17	6	4	6	-5	-50
Cc1cccc(-n2[nH]c(C)c(C=Nc3ccc4[nH]c(=O)[nH]c4c3)c2=O)c1	1.3	1	-10	6	-5	6	8	-20
CCOc1ccc(-c2nn3c(-c4ccc(F)cc4)nnc3s2)cc1	1.2	-2	6	1	6	-5	7	6
CC(C)CC1=NN(C(=O)c2cccnc2)C(O)(C(F)(F)F)C1 (centres undefined)	-1.1	1	4	-2	-10	16	4	9
CCC(C)Sc1nnc(Cc2cc(=O)[nH]c(=O)[nH]2)n1-c1ccc(OC)cc1 (centres undefined)	0.9	-3	-9	14	16	-13	-5	32
Cc1noc(C)c1C(=O)NC1=NCCS1	-0.3	-3	11	2	10	22	8	-1
C/C(=N\NS(=O)(=O)c1c(C)cc(C)cc1C)c1ccncc1	-1.1	-1	6	-8	-6	-14	-5	11
CCS(=O)(=O)N1Cc2ccccc2CC1C(=O)N1CCN(c2cccc(C)c2C)CC1 (centres undefined)	-0.8	-2	12	7	2	27	13	1
Cc1ccccc1-c1nc(CN2CCC(C(=O)O)CC2)c(C)o1	4.6	2	7	5	6	11	4	7
COc1cnc(-c2ccccn2)nc1N(C)c1ccccc1	16	11	10	-26	-36	-31	23	80*
CCOc1ccc(NC(=O)N(CCN(C)C)C(C)c2ccncc2)cc1 (centres undefined)	-1.1	-1	-3	-4	-20	-9	-10	-15
N#Cc1c(NC(=O)C2CCCO2)sc2c1CCCCCC2 (centres undefined)	5.0	1	30	-13	1	26	16	-1
Cc1[nH]c2ccccc2c1-c1csc(NC(=O)CSCC(=O)O)n1	-1.2	-4	24	0	17	0	6	9
Cc1nn(CCC(=O)NCCc2ccccc2Cl)c(=O)c2nn(-c3ccccc3)c(C)c12	-1.2	-3	1	7	7	11	3	3
CC1=C(C(=O)N2CCOCC2)C(c2ccc(Br)cc2)NC(=S)N1c1ccccc1 (centres undefined)	0.4	-2	13	9	6	4	8	-11
O=C(CN1CCN(c2ncccn2)CC1)Nc1ccccc1-n1cccc1	-0.6	-4	28	0	8	26	17	14
CC(C)(C)c1ccc(NC(=O)CCNC(=O)c2ccco2)cc1	0.7	1	-3	-5	3	14	0	22
O=C(COc1coc(CN2CCc3ccccc32)cc1=O)NCCc1ccccc1	0.1	1	23	15	6	19	12	-10
O=C(NC1CCCC1)C1CC(=O)N(C2CCCCCCC2)C1 (centres undefined)	0.5	0	16	-4	19	17	18	-23
CN(CCC#N)C(=O)COC(=O)c1cc(Cl)cc(Cl)c1N	1.2	-2	11	12	4	1	-7	-1
COc1ccccc1/C=N/NC(=O)C1=NNC(c2ccccc2)(c2ccccc2)C1	-0.8	-2	22	10	5	26	13	20
Nc1c(C(=O)N/N=C/c2ccc([N+](=O)[O-])cc2)cnn1-c1ccccc1	2.4	7	-3	-2	-8	-18	3	14
COc1ccc(OC)c(C(=O)c2coc3ccc(OC(C)=O)cc23)c1	2.2	5	39	10	0	38	27	15
Cc1ccccc1Oc1nc2ccccc2n2cnnc12	1.4	5	21	1	5	-3	19	-1
O=C(O)/C=C/c1cn(-c2ncc(C(F)(F)F)cc2Cl)c2ccccc12	0.5	-1	24	-10	-10	8	9	1
O=S1(=O)CCOCCN1Cc1ccc(Cl)cc1Cl	1.7	0	-9	2	13	-2	1	15
Oc1ccc(C(c2nnnn2C2CCCCC2)N2CCOCC2)cc1 (centres undefined)	0.8	0	12	-2	-4	10	12	-5
Cn1cc(CN2CCC(N3CCNC(=O)CC3)CC2)c(-c2ccccc2F)n1	0.7	-2	6	1	0	10	-8	4
Cc1ccc(C(=O)N(c2ccccc2)C2CC(C)N(C(=O)c3ccco3)c3ccccc32)cc1 (centres undefined)	-1.7	-2	25	2	-6	29	31	23
N#CC1=C(N)SC(N)=C(C#N)C1C1C=CCCC1 (centres undefined)	-0.4	-1	31	-6	-3	10	3	-13
CCOc1ccc(CCNC(=O)CCn2nc(C)c3c(C)n(-c4ccccc4)nc3c2=O)cc1	-0.4	-2	-1	15	1	23	-5	-1
c1ccc(CCc2cn(C[C@H]3CC[C@@H]([C@@H]4CC[C@H](Cn5cc(CCc6ccccc6)nn5)O4)O3)nn2)cc1	1.0	0	1	3	0	31	4	26
CCOc1ccc2[nH]c(=O)c(C(c3nnnn3Cc3ccco3)N3CCN(C)CC3)cc2c1 (centres undefined)	-2.3	1	5	-3	0	9	-4	-10
CCOC(=O)c1c(N)nn(C(=O)C(C)C)c1-c1ccc(OC)cc1	-2.8	1	21	-8	9	14	8	-6
Fc1cccc(CN2CCN(C(=S)NCCc3ccccc3)CC2)c1	-0.4	-4	-12	11	11	12	-12	6
O=C(OCC(=O)N1CCCC1=O)c1ccc(O)cc1O	0.9	1	5	12	4	-6	14	2
O=C(CCCOc1ccc(Cl)cc1Cl)Nc1ccccn1	-1.4	-4	4	-19	7	5	-1	25
O=C(CCCOc1ccccc1)NCC1CCCO1 (centres undefined)	-0.3	-1	5	13	7	-21	1	10
CCn1ccc(C(=O)Nc2sc3c(c2C(=O)OC)CCC3)n1	1.1	2	39	-1	3	25	-2	1
COc1ccc(-c2c3c(=O)n(C)c(=O)n(C)c3cn2-c2ccccc2)cc1	0.2	-3	2	-9	3	10	18	22
CC(NC(=O)c1sc2cc([N+](=O)[O-])ccc2c1Cl)C(C)(C)C (centres undefined)	1.0	-1	34	5	12	7	13	-14
O=c1c2c3c(sc2ncn1/N=C/c1ccc(Br)o1)CCCC3	2.6	6	51*	9	4	37	44*	12
CC(C)(C)c1cc(CN2CCC(O)CC2)cc(C(C)(C)C)c1O	2.4	-1	5	-9	-26	5	3	21
CN(Cc1ccccc1)C(=O)COC(=O)c1ccc2ccccc2n1	-0.7	1	4	9	5	4	10	20
COC(=O)C1=C(C)N=C2SC(C)C(=O)N2C1c1ccc(C(=O)OC)cc1 (centres undefined)	-1.3	-2	20	0	-1	28	0	-12

The list continues.
SMILES	UPR CHOP act	UPR XBP1 act	tim23-1 inh	Jurkat NFkB inh	697 NFkB inh	tim10-1 inh	TIM10 inh	Mdm2 MdmX PPI
Cc1ccc(-c2nc3ccccc3c(=O)n2CCCn2ccnc2)cc1	1.8	0	6	-18	-20	16	3	6
O=c1oc(-c2ccco2)nc2sc3c(c12)CCCCC3	3.3	-1	16	-16	-56	42*	11	-2
COc1cc(OC)cc(C(=O)N2CCN(Cc3ccc4c(c3)OCO4)CC2)c1	1.1	-5	28	-4	-17	20	14	-4
CCOc1ccc(-n2nc(C(=O)NC3CCCCC3)c3ccccc3c2=O)cc1	0.0	-2	15	-13	0	8	14	-7
Cc1ccc(C(C)NC(=O)C2CCCO2)cc1C (centres undefined)	0.3	0	-1	7	-2	-5	3	7

Reformatted bar-delimited: part of the list above
Compound | UPR CHOP act | UPR XBP1 act | tim23-1 inh | Jurkat NFkB inh | 697 NFkB inh | tim10-1 inh | TIM10 inh | Mdm2 MdmX PPI
Fc1cccc(CN2CCN(C(=S)NCCc3ccccc3)CC2)c1 | -0.4 | -4 | -12 | 11 | 11 | 12 | -12 | 6
O=C(OCC(=O)N1CCCC1=O)c1ccc(O)cc1O | 0.9 | 1 | 5 | 12 | 4 | -6 | 14 | 2
O=C(CCCOc1ccc(Cl)cc1Cl)Nc1ccccn1 | -1.4 | -4 | 4 | -19 | 7 | 5 | -1 | 25
O=C(CCCOc1ccccc1)NCC1CCCO1 (centres undefined) | -0.3 | -1 | 5 | 13 | 7 | -21 | 1 | 10
CCn1ccc(C(=O)Nc2sc3c(c2C(=O)OC)CCC3)n1 | 1.1 | 2 | 39 | -1 | 3 | 25 | -2 | 1
COc1ccc(-c2c3c(=O)n(C)c(=O)n(C)c3cn2-c2ccccc2)cc1 | 0.2 | -3 | 2 | -9 | 3 | 10 | 18 | 22
CC(NC(=O)c1sc2cc([N+](=O)[O-])ccc2c1Cl)C(C)(C)C (centres undefined) | 1.0 | -1 | 34 | 5 | 12 | 7 | 13 | -14
O=c1c2c3c(sc2ncn1/N=C/c1ccc(Br)o1)CCCC3 | 2.6 | 6 | 51* | 9 | 4 | 37 | 44* | 12
CC(C)(C)c1cc(CN2CCC(O)CC2)cc(C(C)(C)C)c1O | 2.4 | -1 | 5 | -9 | -26 | 5 | 3 | 21
CN(Cc1ccccc1)C(=O)COC(=O)c1ccc2ccccc2n1 | -0.7 | 1 | 4 | 9 | 5 | 4 | 10 | 20
COC(=O)C1=C(C)N=C2SC(C)C(=O)N2C1c1ccc(C(=O)OC)cc1 (centres undefined) | -1.3 | -2 | 20 | 0 | -1 | 28 | 0 | -12
Cc1ccc(-c2nc3ccccc3c(=O)n2CCCn2ccnc2)cc1 | 1.8 | 0 | 6 | -18 | -20 | 16 | 3 | 6
O=c1oc(-c2ccco2)nc2sc3c(c12)CCCCC3 | 3.3 | -1 | 16 | -16 | -56 | 42* | 11 | -2
COc1cc(OC)cc(C(=O)N2CCN(Cc3ccc4c(c3)OCO4)CC2)c1 | 1.1 | -5 | 28 | -4 | -17 | 20 | 14 | -4

Rewritten bar-delimited: entries from further up
SMILES | UPR CHOP act | UPR XBP1 act | tim23-1 inh | Jurkat NFkB inh | 697 NFkB inh | tim10-1 inh | TIM10 inh | Mdm2 MdmX PPI
Cc1ccc(-c2nc3ccccc3c(=O)n2CCCn2ccnc2)cc1 | 1.8 | 0 | 6 | -18 | -20 | 16 | 3 | 6
O=c1oc(-c2ccco2)nc2sc3c(c12)CCCCC3 | 3.3 | -1 | 16 | -16 | -56 | 42* | 11 | -2
